# Assay outcomes as filed in PubChem.
# TAAR1 ag = agonists of human TAAR1; Q96RJ0; CHO RD-HGA16 TAAR1, Fluo-8 calcium fluorescence; vehicle wells 0%, saturating PEA agonist 100%; activation, % at 3 µM; 0.99% of 360,000 active; AID 624467;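 active = activation above the mean activation of all test compounds in the run plus 3 SD, cut at about 38% in these data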
# Target sequence (Q96RJ0 whole entry, looked up): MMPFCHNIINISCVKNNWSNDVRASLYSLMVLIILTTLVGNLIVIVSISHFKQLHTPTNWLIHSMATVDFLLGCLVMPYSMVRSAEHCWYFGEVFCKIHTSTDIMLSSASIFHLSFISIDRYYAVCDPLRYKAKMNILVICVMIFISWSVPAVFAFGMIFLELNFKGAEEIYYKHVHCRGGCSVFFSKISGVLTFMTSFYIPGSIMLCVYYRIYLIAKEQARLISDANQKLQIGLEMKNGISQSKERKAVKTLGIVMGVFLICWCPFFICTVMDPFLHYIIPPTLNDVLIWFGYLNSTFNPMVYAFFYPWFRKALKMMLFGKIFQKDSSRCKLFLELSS
#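 Repeats: no replicates (n 1) | Material: CHO-derived RD-HGA16 cells with stable Gα16 and human TAAR1 | Technique: Kinetic Fluo-8 calcium fluorescence | Schedule: 17-24 h seeding, 75 min 37 °C dye, 30 min RT | Evaluation: % activation from peak over basal fluorescence ratio, DMSO-to-PEA scaled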
# CRFBP-R2 agonist = CRF-BP/CRF-R2 complex agonism; activation, % at 13.2 µM; HEK293 CRF-R2/CRF-BP, calcium dye fluorescence (FLIPR); percent of saturating CRF peptide response; AID 588473; 0.46% of 350,000 active;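 active = activation of at least 50%, plus an integration ratio under a set limit after plate pattern correction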;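 also: plate controls were neutral control wells without compound for no effect and CRF at EC100 for full effect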
# CRFR2-BP antag = blocks CRF-induced signaling of the CRF-BP/CRF-R2 complex; HEK293 CRF-R2/CRF-BP, CRF-induced calcium fluorescence; inhibition, % at 11.8 µM; 0.59% of 350,000 active; AID 588475;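 active = inhibition of the ligand-induced calcium signal above about 50% at the single tested concentration, limit read from the data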
# M5 ag = agonists of human muscarinic M5 receptor (CHRM5); activation, % at 3 µM; CHO-K1 hM5 cells, Fluo-8 calcium fluorescence; 0% DMSO wells, 100% maximal acetylcholine response; P08912; 0.19% of 360,000 active;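 active = activation above the run's mean over test compounds plus 3 SD, cut at about 23% in these data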;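 also: signal is peak over basal fluorescence ratio across the kinetic read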
# CHRM5 PAM = potentiates acetylcholine response at human M5 receptor; AID 624038; activation, % at 3 µM; 0.3% of 360,000 active; CHO-K1 hM5, Fluo-8 calcium, ACh EC20 PAM; 0% = ACh EC20, 100% = ACh EC100;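 active = activation above the run cutoff, the mean activation of all test compounds plus 3 SD, cut at about 18% in these data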
#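 System – CHO-K1 hM5 cells · Compound – 3 µM, single dose · Incubation – compound preincubation 140 s before EC20 acetylcholine addition · Technique – Fluo-8 calcium fluorescence · Measure – Max/basal fluorescence ratio as % of EC20–EC100 ACh window · Benchmarks – low control EC20 acetylcholine (0%), high control EC100 acetylcholine (100%) · Replication – singlicate, one well per test compound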
# M4 PAM = CHRM4 positive allosteric modulation | P08173 | CHO-K1 hM4/Gqi5, Fluo-8 calcium fluorescence, ACh EC20; 0% = ACh EC20, 100% = maximal ACh | 0.4% of 360,000 active | AID 624126 | activation, % at 3 µM;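 active = activation above its plate's cutoff, the mean activation of sample wells plus 3 SD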; also: some results filed as inactive read as strong as hits
# Target sequence (P08173 whole entry, looked up): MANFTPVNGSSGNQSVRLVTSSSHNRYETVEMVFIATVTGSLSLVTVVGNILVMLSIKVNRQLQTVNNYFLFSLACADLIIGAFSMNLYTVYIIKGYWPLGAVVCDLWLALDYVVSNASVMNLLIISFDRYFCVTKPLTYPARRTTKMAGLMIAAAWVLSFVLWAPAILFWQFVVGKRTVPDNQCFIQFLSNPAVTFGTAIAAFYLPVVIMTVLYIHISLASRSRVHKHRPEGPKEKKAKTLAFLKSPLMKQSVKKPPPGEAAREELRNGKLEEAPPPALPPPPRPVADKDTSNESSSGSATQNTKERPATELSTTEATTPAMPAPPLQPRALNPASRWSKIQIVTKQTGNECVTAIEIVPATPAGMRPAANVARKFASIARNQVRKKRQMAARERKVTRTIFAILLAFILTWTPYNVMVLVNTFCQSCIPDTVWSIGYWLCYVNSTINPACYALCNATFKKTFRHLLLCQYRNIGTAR
# M5 antag = CHRM5 antagonism in calcium assay. 0.59% of 360,000 active. P08912. inhibition, % at 3 µM. CHO-hM5 cells, Fluo-8 calcium fluorescence, ACh EC80;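 active = inhibition above a per-plate cutoff, the mean of that plate's test compounds plus 3 SD, cut at about 27% in these data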;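 also: 0% = acetylcholine EC80 with DMSO and 100% = DMSO without agonist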
# CHO-K1 Ca PAM = M1 PAM counterscreen hit in parental CHO-K1 cells; ATP EC20, Fluo-8 calcium fluorescence; 0% at ATP EC20, 100% at ATP max; activation, % at 3 µM; 0.02% of 360,000 active; AID 602247;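 active = activation above the run cutoff, the mean activation of all test compounds plus 3 SD, cut at about 40% in these data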;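 also: peak over basal fluorescence ratio in a 140 s read after ATP addition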
# TAAR1 antagonist = human TAAR1 antagonism. Q96RJ0. CHO RD-HGA16 TAAR1, Fluo-8 calcium fluorescence, antagonist. inhibition, % at 3 µM. 1.5% of 360,000 active. AID 624466;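 active = inhibition above a per-plate cutoff, the mean inhibition of test compounds on that plate plus 3 SD, cut at about 49% in these data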;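 also: 0% = DMSO plus EC80 beta-PEA response and 100% = DMSO alone without agonist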
#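 Test system: RD-HGA16 CHO cells with stable hTAAR1 and Gα16 / Probe or stimulus: EC80 β-phenethylamine stimulus / Times: seeding 17-24 h prior, 75-min 37 °C, 30-min RT dye loading / Detection: Fluo-8 calcium-sensitive fluorescence / Read-out basis: % inhibition scaled between DMSO and EC80 PEA controls / Repeats: singlicate, one well per test compound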
# * marks the source's active call; other numbers are inactive results; / = no result given.
SMILES,TAAR1 ag,CRFBP-R2 agonist,CRFR2-BP antag,M5 ag,CHRM5 PAM,M4 PAM,M5 antag,CHO-K1 Ca PAM,TAAR1 antagonist
Cc1cc(N=Nc2ccc(C)c(N=Nc3cc(C)c(N)cc3N)c2)c(N)cc1N,-1,-0.9,-22,-5,-4,-4,3,2,5
O=C1c2nc3ccccn3c2C(=O)N1Cc1ccccc1,13,0.9,5,0,5,1,-5,18,-9
CCNC(=O)NC(=O)CSc1ccccc1F,1,-1.5,-19,0,-1,12,10,-5,-13
NC(=O)c1ccccc1NC(=O)/C=C/c1ccc(Cl)cc1,2,0.0,5,0,-1,4,-2,21,11
NC(=O)c1ccccc1N=Cc1ccccn1,2,0.8,-10,1,2,20,2,13,-10
COc1ccc(CCC(C)N2CCC(Oc3ccc(C(=O)N4CCCC4)cc3)CC2)cc1 (stereo unspecified),3,4.4,-6,-5,-34,-15,2,-4,-13
COc1ccccc1C(=O)NCCCNc1ccc([N+](=O)[O-])cc1,0,-0.3,2,-1,-3,3,5,16,3
COC(=O)C(NC(=O)c1c(C)nn(C)c1Cl)c1ccccc1 (stereo unspecified),3,-1.0,-2,2,2,7,1,12,-7
c1ccc(-c2csc3ncnc(N4CCc5ccccc5C4)c23)cc1,2,-0.4,-6,-2,-9,-5,1,17,14
c1ccc(-c2nnc(CN3CCC4(CC3)OCCO4)o2)cc1,2,2.5,-5,-1,-4,-2,-1,14,-3
CC(CCc1ccccc1)NC(=O)CNc1cccc([N+](=O)[O-])c1 (stereo unspecified),5,-0.2,15,6,-8,-5,17,2,11
COc1ccccc1NC(=O)Cc1nnc(SCC(=O)c2ccccc2)n1C,-2,0.1,-15,-3,-3,-2,7,8,1
CCOc1ncccc1C(=O)Nc1ccc(S(=O)(=O)Nc2cc(C)nc(C)n2)cc1,9,-1.0,-6,-3,6,-1,7,4,12
O=C(NCC(c1ccco1)N1CCN(c2ccc(F)cc2)CC1)C(=O)NC1CC1 (stereo unspecified),7,0.0,-7,1,1,12,5,1,-18
COc1ccc(C(=O)NCC(=O)OCCOc2ccc(Cl)cc2)cc1OC,0,-2.7,12,-2,1,-2,5,-14,-32
CCCC1=NN(c2ccc([N+](=O)[O-])cc2)C(=O)/C1=C\N(C)C,-1,-0.2,-14,0,-1,14,2,7,-4
Cc1cc(C)c(C#N)c(Nc2ccc(F)cc2)n1,-1,-0.6,2,-2,6,9,0,-6,-1
COc1ccc(Cc2c(O)nc(SCC(=O)N3CCOCC3)[nH]c2=O)cc1,3,1.6,-1,-1,0,6,6,7,-8
N#CCCn1ncn(-c2ccccc2)c1=S,3,1.0,-9,-2,0,0,0,13,2
COc1ccc(C(=O)NCC(c2cccnc2)N2CCN(c3ccccc3)CC2)cc1OC (stereo unspecified),1,-1.0,1,3,-3,-3,-1,14,7
CC(NC(=O)CN1CCN(c2ccccc2F)CC1)c1ccccc1 (stereo unspecified),7,0.5,0,3,-5,9,-11,11,-1
Cc1cn(CC(=O)N[C@H](CO)Cc2c[nH]c3ccccc23)c(=O)[nH]c1=O,2,-1.4,21,3,6,0,-10,4,-29
COc1cc2c(c(OC)c1OC)C(c1ccc(C)cc1)CC(=O)O2 (stereo unspecified),4,-4.2,12,-1,0,4,-13,-6,0
COc1cc(CC(=O)Nc2ccc3nc(SC)sc3c2)cc(OC)c1OC,-3,0.7,2,-5,4,-2,3,8,-15
Cc1cccc(C)c1NC(=O)CSc1nnc(NC(=O)c2ccccc2C(=O)O)s1,1,2.4,4,1,4,8,1,22,-21

# Further results:
SMILES,TAAR1 ag,CRFBP-R2 agonist,CRFR2-BP antag,M5 ag,CHRM5 PAM,M4 PAM,M5 antag,CHO-K1 Ca PAM,TAAR1 antagonist
O=C(NCc1cccs1)c1ccc(CS(=O)(=O)c2ccc(Cl)cc2)o1,9,-1.8,-10,2,-13,-7,14,-1,16
Cc1noc(C)c1COC(=O)c1ccccc1NC(=O)Cc1ccccc1,9,-0.7,3,-6,-5,1,-2,-1,9
CCOC(=O)C(=C1Nc2ccccc2N1)n1c(-c2cnccn2)nc2ccccc21,2,/,/,0,-2,11,0,5,-15
CC(NC(=O)COC(=O)c1ccccc1O)c1ccccc1 (stereo unspecified),1,0.0,5,2,1,14,0,4,-2
Cc1ccc(-n2c(SCC(=O)N(C)C)nnc2-c2ccco2)cc1,0,-0.3,-10,-1,5,5,-1,5,-18
Cc1c(Cl)cccc1NC(=S)N1CCCN(Cc2ccc(F)cc2)C1,14,5.7,-4,-2,7,-11,-2,-9,20
Cc1cc(C)c2nc(NC(=O)c3ccc(OCC4CCCO4)cc3)sc2c1 (stereo unspecified),0,-1.7,-18,0,6,3,-4,-7,-12
O=C(NCCN1CCOCC1)C(=O)NCC1OCCN1S(=O)(=O)c1ccc(F)cc1 (stereo unspecified),5,0.5,-4,-3,-11,-4,0,1,-19
Cc1cc([N+](=O)[O-])cc(/C=N/n2c(C)nc3ccccc3c2=O)c1O,2,9.8,9,5,-4,-16,-3,5,-26
CC(NC(=O)CCCCCCN1C(=O)c2ccccc2C1=O)c1ccc2c(c1)CCCC2 (stereo unspecified),12,3.2,7,-3,-2,-5,-1,4,-1
CCCCn1c(N)c(N(CCOC)C(=O)C2CC(=O)N(c3cccc(SC)c3)C2)c(=O)[nH]c1=O (stereo unspecified),0,1.3,-3,0,5,1,5,8,2
CCNC(=O)C(=O)N/N=C/c1cc([N+](=O)[O-])ccc1O,2,0.2,5,-1,-2,3,-2,13,12
COc1ccc(S(=O)(=O)N(C)CC(=O)Nc2ccccc2SC)cc1,2,-0.7,19,-10,-3,3,-4,15,8
O=C(/C=C/c1cccc([N+](=O)[O-])c1)Nc1cccc(NC(=O)c2ccco2)c1,12,-2.7,4,1,-15,-13,16,-8,26
O=C(CSc1ncc(-c2ccccc2)[nH]1)Nc1ccccc1,-1,-0.6,13,1,-10,4,-1,-8,-1
Cc1cccc(NC(=O)c2nc[nH]c2C(=O)N[C@@H](CCCCNC(=O)OC(C)(C)C)C(=O)OC(C)(C)C)c1,0,3.0,-12,1,-2,-6,11,-8,21
C/C(=N\Nc1cc(N2CCOCC2)ncn1)c1ccccc1,4,-0.1,-7,0,0,-6,1,6,-28
COc1ccc(OC)c(/C=C/C(=O)OCC(=O)NCc2cccs2)c1,-3,2.4,2,-1,3,2,-1,-11,-3
Cc1cc(N=NC(=O)c2ccccc2O)c2ccccc2c1O,10,26,51*,6,-5,2,1,16,15
COc1c2c(cc3c1C(CC(O)Cc1ccccc1)N(C)CC3)OCO2 (stereo unspecified),2,0.7,-37,-7,3,-6,4,-7,-8
CSc1ccccc1C(=O)Nc1cc2c(cc1C(=O)O)OCCCO2,0,-0.5,24,-2,-3,1,2,0,2
CCN(CC)CCN1C(=O)c2ccccc2NC1c1ccc(N(C)C)cc1 (stereo unspecified),18,0.9,6,-3,-1,4,11,6,-14
Cn1nnnc1SCC(=O)Nc1ccccc1Cl,0,-0.3,-7,-2,-2,8,-4,9,6
O=C(O)C1=C[C@H](c2ccc(C(F)(F)F)cc2)C[C@H](OCCCCO)O1,1,-1.2,-1,3,-1,5,2,22,-6
CN(Cc1ccccc1)C(=O)c1ccc(NC(=O)Cc2cccc([N+](=O)[O-])c2)cc1,9,-0.7,11,5,-2,-5,15,-6,20
CCn1cc([N+](=O)[O-])c(C(=O)N2N=C(c3ccc4ccccc4c3)CC2c2cc(Br)ccc2O)n1 (stereo unspecified),/,3.0,2,1,3,5,1,18,/
Cc1[nH]c2ccccc2c1C(=O)CN1CCCCC1CCO (stereo unspecified),2,0.2,1,-5,2,1,1,16,-2
O=C(C[n+]1cc(-c2ccccc2)n2c1CCCCC2)c1ccc(Br)cc1,0,6.9,-5,-15,-2,-8,5,-8,-20

# One compound at a time, from the list above. Order of values: TAAR1 ag	CRFBP-R2 agonist	CRFR2-BP antag	M5 ag	CHRM5 PAM	M4 PAM	M5 antag	CHO-K1 Ca PAM	TAAR1 antagonist
# Shown for COc1ccc(OC)c(/C=C/C(=O)OCC(=O)NCc2cccs2)c1 → -3	2.4	2	-1	3	2	-1	-11	-3
# Shown for COc1ccc(C(=O)NCC(=O)OCCOc2ccc(Cl)cc2)cc1OC → 0	-2.7	12	-2	1	-2	5	-14	-32
# Shown for Cc1cccc(NC(=O)c2nc[nH]c2C(=O)N[C@@H](CCCCNC(=O)OC(C)(C)C)C(=O)OC(C)(C)C)c1 → 0	3.0	-12	1	-2	-6	11	-8	21
# Shown for Cc1cn(CC(=O)N[C@H](CO)Cc2c[nH]c3ccccc23)c(=O)[nH]c1=O → 2	-1.4	21	3	6	0	-10	4	-29
# Shown for CSc1ccccc1C(=O)Nc1cc2c(cc1C(=O)O)OCCCO2 → 0	-0.5	24	-2	-3	1	2	0	2

# Compounds as they come; overall some 4.2% were active at least once.
